NPYLR7 ag = mosquito NPYLR7 agonism; HEK293T NPYLR7/Galpha15, GCaMP6s calcium fluorescence; activation, % at 10 µM; 0.15% of 270,000 active; in the data active = activation above about 40%;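 note: 0% = vehicle and 100% = reference agonist at the receptor; some compounds past the cut are filed as inactive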
hcGAS inh = human cGAS inhibition. Q8N884. recombinant h-cGAS, ATP depletion, Kinase-Glo luminescence. inhibition, % at 12.5 µM. 0.081% of 290,000 active;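 note: 0% = vehicle reaction and 100% = reaction without DNA for no activity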
Target sequence (Q8N884 whole entry, looked up): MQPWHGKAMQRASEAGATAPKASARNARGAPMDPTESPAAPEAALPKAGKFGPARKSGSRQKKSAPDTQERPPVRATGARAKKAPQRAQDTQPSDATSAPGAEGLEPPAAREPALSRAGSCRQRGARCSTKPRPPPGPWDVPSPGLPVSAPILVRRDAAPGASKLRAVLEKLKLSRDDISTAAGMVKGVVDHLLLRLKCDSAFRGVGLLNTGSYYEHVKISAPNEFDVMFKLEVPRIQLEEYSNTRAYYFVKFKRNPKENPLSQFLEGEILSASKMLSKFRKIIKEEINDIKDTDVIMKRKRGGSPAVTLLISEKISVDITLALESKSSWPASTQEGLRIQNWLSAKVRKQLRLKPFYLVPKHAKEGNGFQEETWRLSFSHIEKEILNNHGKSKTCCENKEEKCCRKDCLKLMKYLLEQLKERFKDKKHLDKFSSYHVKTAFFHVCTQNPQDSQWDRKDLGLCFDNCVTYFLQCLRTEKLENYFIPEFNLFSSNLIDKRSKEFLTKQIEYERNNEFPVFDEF
mcGAS lum = inhibitors of mouse cGAS; Q8C6L5; inhibition, % at 12.5 µM; recombinant cGAS, Kinase-Glo ATP depletion luminescence; 0.15% of 160,000 active;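 note: 0% = negative control wells and 100% = reference inhibitor with no enzyme activity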
* hit, by the source's call; / = no result given; & = joins results of further samples. Cut-off read from the data, not from the text of the source, unless noted: active = inhibition above about 40%; inactive = the rest.

SMILES | NPYLR7 ag | hcGAS inh | mcGAS lum
Cn1c(=O)c2cc(C(=O)NCC3COc4ccccc4O3)sc2n(C)c1=O (stereo unspecified) | 4 | -7 | -8
COC(=O)[C@H]1[C@H]2C[C@@H]3c4[nH]c5cc(OC)ccc5c4CCN3C[C@H]2C[C@@H](OC(=O)/C=C/c2cc(OC)c(OC)c(OC)c2)[C@@H]1OC | -5 | -5 | /
COC(=O)CCCC[C@H]1SC[C@H]2NC(=O)N[C@]21O | 1 | -1 | /
CCC(C)C1NC2(CCN(S(=O)(=O)C(C)C)CC2)N(C(C)c2ccccc2)C1=O (stereo unspecified) | 21 | -5 | /
CCOc1ccc(S(=O)(=O)n2cccn2)cc1C(C)(C)C | -1 | 2 | -1
CC(C)=C(C)C(=O)Nc1ccccc1 | 0 | -7 | -15
COc1ccccc1CNC(=O)c1n[nH]nc1Nc1ccccc1 | / | -5 | -10
COCCCNC(=O)c1nn(-c2cccc(C)c2)c(=O)n(Cc2cccc(C(F)(F)F)c2)c1=O | 10 | -3 | -3
Cc1ccc(NC(=O)C(C)C)c(C(=O)N(C)Cc2cnc3ccccn23)c1 | 4 | -7 | /
O=C(CCc1nccs1)NCc1ccc(Br)cc1F | 4 | -5 | /
CCOCCCn1c(SCC(=O)OCC)nc2cc(S(=O)(=O)N3CCOCC3)ccc21 | 13 | -9 | -4
O=C(NCCN1CCCC1)C1=Cc2sc3c(c2CS1)CCCC3 | 1 | -6 | /
O=C(O)c1cnn(-c2cccc(F)c2)c1-c1ccccc1 | -4 | 1 | /
c1cncc(-c2nc(Sc3nnnn3C3CC3)c3ccccc3n2)c1 | -4 | 8 | /
COc1ccc(S(=O)(=O)N2CCN(c3cccc(C)c3C)CC2)cc1C | 1 | -6 | /
Cn1c(-c2ccc(C(=O)c3ccccc3)o2)nc2ccccc21 | -12 | -3 | /
COc1ccc(C2NCCc3c2[nH]c2ccccc32)cc1CSc1nc2ccccc2[nH]1 (stereo unspecified) | -6 | 2 | /
CCOC(=O)c1c(N)sc(C(=O)N(C)Cc2ccccc2)c1C | -3 | -3 | /
O=C(/C(Br)=C/NCC1CCCO1)C(F)(F)F (stereo unspecified) | -2 | 0 | /
Cc1cnccc1N1CCCN(Cc2ncc[nH]2)CC1 | 5 | -4 | -10
Cc1nc(CC(=O)NC2CCCCCC2)sc1C(=O)NCC(C)C | / | -10 | -2
COc1ccc(Cl)cc1NC(=S)N1CC(=O)N2CCc3cc(F)ccc3C2C1 (stereo unspecified) | 27 | -12 | -6
CC(C)OCC(=O)N(C)CC1(C)CCN(C)C1 (stereo unspecified) | 23 | -8 | /
CCOC(=O)C1(Cc2cccc(OC)c2)CCN(CC#Cc2ccccc2)CC1 | 5&-6 | -4&-3 | -4
COc1ccccc1-n1c(C)nnc1SCc1ccc(C(=O)N2CCN(c3ccccc3F)CC2)cc1 | 4 | -8 | -3

New compounds follow:
SMILES | NPYLR7 ag | hcGAS inh | mcGAS lum
N#Cc1ccc(NCC(=O)N2CCN(S(=O)(=O)c3ccc4c(c3)CCC4)CC2)cc1 | 0 | 3 | 0
COC(=O)C(CC(C)C)NC(=O)C1CCN(S(=O)(=O)c2ccc(F)cc2)CC1 (stereo unspecified) | 1 | -8 | /
CCC(C(=O)N(CC(=O)N(Cc1ccccc1)Cc1cccn1Cc1ccc(F)cc1)CC(C)C)c1ccccc1 (stereo unspecified) | / | -3 | -5
CN(Cc1ccco1)C(=O)C(C1CCCC1)N1CCN(C(=O)c2ccc(F)cc2F)CC1 (stereo unspecified) | 2 | -1 | -3
O=C(Nc1ccc(Cl)cc1)C(C1CCCC1)N1CCN(C(=O)C2CCC2)CC1 (stereo unspecified) | -3 | -5 | -3
CC(C)=CCOc1cc2oc(=O)ccc2cc1O | / | 1 | -1
CCCn1c(C)cnc1CC1CCN(C(=O)NC)C1 (stereo unspecified) | / | -15 | -6
CCOC(=O)c1nc2ccccc2nc1N1CCCN(C(=O)CCC(=O)OC)CC1 | 5 | -5 | -7
O=C(CN1CCCC1C(=O)OCc1ccccc1)Nc1nncs1 (stereo unspecified) | 4 | -9 | /
CCOc1cc(C2NC(=O)c3cccnc3N2)ccc1OC (stereo unspecified) | -1 | -4 | /
CC(C)(C)Nc1nnc(SCC(=O)Nc2ccccc2F)s1 | 17 | -14 | /
CN(Cc1nc(Cc2ccccc2Cl)no1)C1CCOCC1 | -3 | -2 | -3
Cc1cccc(-c2cc(N)n(-c3ccc(C(=O)NCCc4ccc(O)cc4)cc3)n2)c1 | -4 | -9 | -5
Cc1cccc(-c2ccc(NC(=O)C3CCN(Cc4cnc(N(C)C)s4)CC3)cc2)c1 | 7&6 | -5&-7 | -9
O=S(=O)(NCc1ccccc1)Nc1cccc(-c2cnco2)c1 | 6 | -10 | /
Cc1ccc(S(=O)(=O)n2ccc(C(=O)N3CCOCC3C)c2)cc1 (stereo unspecified) | 9 | -7 | /
CCOC(=O)C1CCN(C(=O)c2coc(CN(Cc3ccccc3)Cc3ccc(C(F)(F)F)cc3)n2)CC1 | / | -2 | -4
CC1=NC2=C(C(=O)CCC2)C(c2ccccc2Cl)C1C(=O)OC1CCCCC1 (stereo unspecified) | -6 | -4 | -8
O=c1ccnc(SCn2nnc3ccccc3c2=O)[nH]1 | 0 | 2 | 4
C=CCn1cc(Cc2cn(CC=C)nc2C)c(C)n1 | 8 | -2 | /
O=C(c1cccnc1)N1CCC(n2c(Cc3ccccc3)nc3ccccc32)CC1 | 1 | 0 | -4
Cc1ccc(N2CC(NC(=O)c3cc4n(n3)CCCN(C)C4)CC2=O)cc1 (stereo unspecified) | 20 | -2 | -16
CCOC(=O)CCCN(CC(=O)N1CCSC1c1ccccc1Cl)C1CC1 (stereo unspecified) | / | -1 | -9
CC1=NN(CC(=O)N(C)C(C)Cc2ncccc2C)CC1 (stereo unspecified) | 16 | -7 | /
COc1ccc2cc(-c3nc4ccccc4[nH]3)c(=Nc3cccc(C(F)(F)F)c3)oc2c1 | -6 | -4 | -6

Later entries.
SMILES | NPYLR7 ag | hcGAS inh | mcGAS lum
Cc1cc(C)n(-c2nc3c(c(=O)n2CC(=O)NC2CCCC2)CCCC3)n1 | / | 2 | -1
CC1Cc2cc(-c3cc(C(=O)O)no3)ccc2O1 (stereo unspecified) | -4 | -12 | /
CCn1c(=O)n(CC(=O)N(CCO)Cc2cc(Br)ccc2F)c2ccccc21 | 8 | -3 | /
CCC(=O)c1ccc(OCC(=O)N(C)C(C)c2ccon2)cc1 (stereo unspecified) | / | 1 | -1
CN(Cc1ccc(S(C)(=O)=O)cc1)Cc1ccc2c(c1)CCCN2C | 7 | -6 | -21
Cc1ccccc1-n1c(SCc2nc(C(=O)NCc3cccc(C(F)(F)F)c3)cs2)nnc1-c1cccnc1 | -7 | -13 | -7
NS(=O)(=O)c1cccc(NC2CC(=O)N(c3ccccc3C(F)(F)F)C2=O)c1 (stereo unspecified) | 0 | -8 | -7
Fc1ccc(CN2COc3cc4c(cc3C2)OCO4)cc1 | 12 | -8 | /
CN(C)NC(=S)NC(=O)C12CC3CC(CC(C3)C1)C2 | 3 | -5 | /
CN(C)CCCN(C(=O)CCS(=O)(=O)c1ccc(F)cc1)c1nc2ccccc2s1 | -2 | -5 | -2
CCc1ccc2nc(N(CCCN(C)C)C(=O)Cc3ccccc3)sc2c1 | 1 | -9 | -8
CCOc1cc(Br)cc(/C=C2/NC(=S)NC2=O)c1O | -5 | 2 | 4
CN(C)c1nccnc1Oc1ccccc1CN1CCOCC1 | 11 | -6 | /
O=C(CCSCc1cc2c(cc1Br)OCCO2)Nc1ccccc1 | -2 | -3 | -14
CN(C)CCNS(=O)(=O)c1cc(Cl)cc(Cl)c1 | 7 | -9 | /
COc1ccc(CNc2cc(-c3ccc(C(C)C)cc3)nc3ccnn23)cc1 | -5 | -8 | -4
Cc1cccc(CNc2nc3cnc(-c4cccc(O)c4)cc3n2C)c1 | 12 | -5 | -7
Oc1ccccc1-c1cc(C(F)(F)C(F)F)no1 | 17 | -10 | /
COc1ccccc1CN1CC(C(=O)NCCCc2cccnc2)CCC1=O (stereo unspecified) | 12 | -6 | /
Cc1ccc(OCC(=O)N2CCOC(COc3ccc(Cl)c(C)c3)C2)cc1 (stereo unspecified) | 4 | -3 | -7
C#CCN1C(=O)[C@]2(C)[C@H](c3ccccc31)[C@@H](C(=O)NC)CN2C(=O)c1cccc(OC)c1 | 0 | -10 | -9
NC(=O)c1cncc(-c2ccccc2-c2ccccc2)c1 | 3 | 0 | /
O=C(Cn1ccc(=O)[nH]c1=O)N1CCN(C(=O)C(c2ccccc2)c2ccccc2)CC1 | -4 | -12 | /
O=C1N=C2OC=C(C(=O)Nc3ccc(-n4cccc4)cc3)N2CCN1 | -1 | -7 | /
COCC1CN(c2nc3ccccc3cc2CO)CCO1 (stereo unspecified) | -25 | 3 | /

Copied from the list.
Entry for O=C(Nc1ccc(Cl)cc1)C(C1CCCC1)N1CCN(C(=O)C2CCC2)CC1 (stereo unspecified) under hcGAS inh: -5
Entry for COc1ccc(Cl)cc1NC(=S)N1CC(=O)N2CCc3cc(F)ccc3C2C1 (stereo unspecified) under hcGAS inh: -12

A second format for some results above:
The line under a structure holds: NPYLR7 ag | hcGAS inh | mcGAS lum
Cc1ccccc1-n1c(SCc2nc(C(=O)NCc3cccc(C(F)(F)F)c3)cs2)nnc1-c1cccnc1
 : -7 | -13 | -7
NS(=O)(=O)c1cccc(NC2CC(=O)N(c3ccccc3C(F)(F)F)C2=O)c1 (stereo unspecified)
 : 0 | -8 | -7
Fc1ccc(CN2COc3cc4c(cc3C2)OCO4)cc1
 : 12 | -8 | /
CN(C)NC(=S)NC(=O)C12CC3CC(CC(C3)C1)C2
 : 3 | -5 | /
CN(C)CCCN(C(=O)CCS(=O)(=O)c1ccc(F)cc1)c1nc2ccccc2s1
 : -2 | -5 | -2
CCc1ccc2nc(N(CCCN(C)C)C(=O)Cc3ccccc3)sc2c1
 : 1 | -9 | -8
CCOc1cc(Br)cc(/C=C2/NC(=S)NC2=O)c1O
 : -5 | 2 | 4
CN(C)c1nccnc1Oc1ccccc1CN1CCOCC1
 : 11 | -6 | /
O=C(CCSCc1cc2c(cc1Br)OCCO2)Nc1ccccc1
 : -2 | -3 | -14
CN(C)CCNS(=O)(=O)c1cc(Cl)cc(Cl)c1
 : 7 | -9 | /
COc1ccc(CNc2cc(-c3ccc(C(C)C)cc3)nc3ccnn23)cc1
 : -5 | -8 | -4
Cc1cccc(CNc2nc3cnc(-c4cccc(O)c4)cc3n2C)c1
 : 12 | -5 | -7
Oc1ccccc1-c1cc(C(F)(F)C(F)F)no1
 : 17 | -10 | /
COc1ccccc1CN1CC(C(=O)NCCCc2cccnc2)CCC1=O (stereo unspecified)
 : 12 | -6 | /
Cc1ccc(OCC(=O)N2CCOC(COc3ccc(Cl)c(C)c3)C2)cc1 (stereo unspecified)
 : 4 | -3 | -7
C#CCN1C(=O)[C@]2(C)[C@H](c3ccccc31)[C@@H](C(=O)NC)CN2C(=O)c1cccc(OC)c1
 : 0 | -10 | -9
NC(=O)c1cncc(-c2ccccc2-c2ccccc2)c1
 : 3 | 0 | /
O=C(Cn1ccc(=O)[nH]c1=O)N1CCN(C(=O)C(c2ccccc2)c2ccccc2)CC1
 : -4 | -12 | /
O=C1N=C2OC=C(C(=O)Nc3ccc(-n4cccc4)cc3)N2CCN1
 : -1 | -7 | /
COCC1CN(c2nc3ccccc3cc2CO)CCO1 (stereo unspecified)
 : -25 | 3 | /

Other records follow.
SMILES | NPYLR7 ag | hcGAS inh | mcGAS lum
O=S(=O)(c1ccc(Cl)cc1)c1nnn2c1nc(N1CCOCC1)c1ccccc12 | 5 | 1 | 0
C=C1CC[C@@H]2[C@](C)(CC[C@H](O)[C@@]2(C)CCC=C(C)C)[C@@H]1Cc1c[nH]c2ccccc12 | -11 | -1 | 0
COc1cc(C(=O)Nc2c3c(nn2C(C)(C)C)CS(=O)C3)cc(OC)c1OC (stereo unspecified) | -1 | -1 | /
CC(=O)Oc1cccc(/C=C2N=C(/C=C/c3cccc(Cl)c3Cl)OC\2=O)c1 | -4 | -4 | /
CCOC(=O)c1ccc2c(c1)nc(SCc1ccccc1I)n2CCc1ccc(OC)cc1 | -5 | -6 | -7
CCn1nnc2c(N3CCc4cc(OC)c(OC)cc4C3C)ncnc21 (stereo unspecified) | 6 | -7 | /
Cc1nc(C)n(CCCNC2CCN(C(=O)c3ccccc3)CC2)n1 | 11 | -6 | /
COc1cc(/C=C2/SC(=S)N(CC(=O)O)C2=O)ccc1Oc1ccc([N+](=O)[O-])cc1[N+](=O)[O-] | 16 | -7 | /
COCCN(Cc1c(-c2ccccc2)noc1N(C)C1CCCCC1)C(=O)Cc1ccccc1 | 8 | -4 | -7
O=C1c2ccccc2C(=O)c2c1ccc1[nH]c(=O)[nH]c21 | 6 | -4 | -3
Cc1ccccc1C(CC(=O)N(C)C1CCC(C)CC1)NC(N)=O (stereo unspecified) | 1 | -10 | /
CCCOC(=O)c1ccc(NC(=O)c2cc3ccccc3oc2=O)cc1 | -3 | -5 | /
COc1ccc(Cc2nc(CSCc3ccccc3C)cs2)cc1 | 26 | -5 | -6
